USP7 inh: inhibitors of human USP7 deubiquitinase | purified USP7, Ub-rhodamine cleavage fluorescence | Q93009 | AID 1645854 | 47,000 compounds, 0.3% hits | inhibition, % at 20 µM
USP8 inh: inhibitors of human USP8 deubiquitinase. P40818. purified USP8, Ub-rhodamine cleavage fluorescence, 30 min. inhibition, % at 20 µM. 47,000 compounds, 4.2% hits. AID 1645853
USP17 inh: human USP17-like deubiquitinase inhibition; AID 1645855; purified USP17, Ub-rhodamine cleavage fluorescence, 3 h; A8MUK1; 47,000 compounds, 6.5% hits; inhibition, % at 50 µM
USP28 block: blocks human USP28 ubiquitin-rhodamine cleavage; purified USP28, Ub-rhodamine cleavage fluorescence, 30 min; inhibition, % at 25 µM; 47,000 compounds, 3% hits; AID 1645857
USP30 inh: human USP30 deubiquitinase inhibition; purified USP30, Ub-rhodamine cleavage fluorescence; inhibition, % at 25 µM; 47,000 compounds, 5.3% hits; AID 1645860
UCHL1 block: inhibitors of human UCHL1 deubiquitinase. P09936. purified UCHL1, Ub-rhodamine cleavage fluorescence. inhibition, % at 20 µM. 47,000 compounds, 0.2% hits. AID 1645859
Target sequence (P09936 whole entry, looked up): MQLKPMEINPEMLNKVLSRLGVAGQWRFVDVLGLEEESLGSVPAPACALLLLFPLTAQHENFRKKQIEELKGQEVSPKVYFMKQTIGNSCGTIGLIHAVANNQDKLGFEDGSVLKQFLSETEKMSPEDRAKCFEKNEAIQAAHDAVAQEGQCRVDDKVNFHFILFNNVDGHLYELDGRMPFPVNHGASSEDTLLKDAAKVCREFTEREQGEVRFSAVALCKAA
OTUD3 inh: inhibitors of human OTUD3 deubiquitinase; AID 1645858; 47,000 compounds, 0.7% hits; purified OTUD3, Ub-rhodamine fluorescence, 2 h; Q5T2D3; inhibition, % at 25 µM
USP10 inh: inhibitors of human USP10 deubiquitinase; purified USP10, Ub-rhodamine fluorescence, 60 min; 47,000 compounds, 1.1% hits; inhibition, % at 20 µM
Target sequence (Q14694 whole entry, looked up): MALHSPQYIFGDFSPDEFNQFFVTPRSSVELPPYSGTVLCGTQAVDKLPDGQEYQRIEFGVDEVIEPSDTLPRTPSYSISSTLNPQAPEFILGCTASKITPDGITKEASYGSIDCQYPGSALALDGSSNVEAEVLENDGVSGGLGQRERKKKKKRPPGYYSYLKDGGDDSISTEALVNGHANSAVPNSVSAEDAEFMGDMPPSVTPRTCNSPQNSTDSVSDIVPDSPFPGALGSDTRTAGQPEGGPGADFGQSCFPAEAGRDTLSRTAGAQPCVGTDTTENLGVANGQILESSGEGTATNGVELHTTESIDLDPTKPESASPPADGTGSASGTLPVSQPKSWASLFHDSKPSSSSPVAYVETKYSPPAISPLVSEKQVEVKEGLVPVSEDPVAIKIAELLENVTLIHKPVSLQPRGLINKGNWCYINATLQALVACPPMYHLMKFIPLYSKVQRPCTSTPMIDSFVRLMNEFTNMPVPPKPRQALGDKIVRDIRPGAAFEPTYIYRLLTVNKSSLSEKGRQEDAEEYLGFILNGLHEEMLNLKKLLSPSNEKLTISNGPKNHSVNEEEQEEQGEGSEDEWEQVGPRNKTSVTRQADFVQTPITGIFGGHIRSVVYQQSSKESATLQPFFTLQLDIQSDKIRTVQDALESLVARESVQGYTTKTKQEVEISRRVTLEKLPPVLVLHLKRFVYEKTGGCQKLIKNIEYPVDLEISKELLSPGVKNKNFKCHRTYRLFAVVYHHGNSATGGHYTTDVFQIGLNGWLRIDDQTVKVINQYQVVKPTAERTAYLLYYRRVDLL
Starred values were filed as active, the others as inactive; . = not tested or not shown. No stated cut-off is given here; in the data, active means inhibition above about 30%; inactive means the rest.

Sample of the layout, four compounds:
SMILES	USP7 inh	USP8 inh	USP17 inh	USP28 block	USP30 inh	UCHL1 block	OTUD3 inh	USP10 inh
CC1(C)Cc2c(sc3nc(SCC(=O)NCCc4ccccc4)nc(N)c23)CO1	2	-6	-1	4	10	6	1	-1
COc1ccc(-c2nc3c(s2)CN(S(=O)(=O)c2c(C)noc2C)CC3)cc1OC	4	12	0	-5	-42	2	8	-9
O=C(NCC1CCCN(Cc2ccc3c(c2)CCO3)C1)c1cccc2ccccc12 (stereo not given)	-13	-5	-23	-2	-32	-3	-10	-4
O=C(N[C@H]1[C@H](O)[C@H](O)C[C@@H]1c1ccccc1)c1cc2ccccc2s1	2	-4	1	-4	-11	-3	-3	1

Main list, repeating the preview:
SMILES	USP7 inh	USP8 inh	USP17 inh	USP28 block	USP30 inh	UCHL1 block	OTUD3 inh	USP10 inh
CC1(C)Cc2c(sc3nc(SCC(=O)NCCc4ccccc4)nc(N)c23)CO1	2	-6	-1	4	10	6	1	-1
COc1ccc(-c2nc3c(s2)CN(S(=O)(=O)c2c(C)noc2C)CC3)cc1OC	4	12	0	-5	-42	2	8	-9
O=C(NCC1CCCN(Cc2ccc3c(c2)CCO3)C1)c1cccc2ccccc12 (stereo not given)	-13	-5	-23	-2	-32	-3	-10	-4
O=C(N[C@H]1[C@H](O)[C@H](O)C[C@@H]1c1ccccc1)c1cc2ccccc2s1	2	-4	1	-4	-11	-3	-3	1
CC(OC(=O)c1c2c(nc3ccccc13)CCCC2)C(=O)Nc1ccc(Cl)cc1Cl (stereo not given)	-149	-12	30*	4	-5	-4	-1	0
CCn1cc(CNC(=O)c2ccc(C)s2)cn1	0	-1	2	16	1	2	12	0
Cc1cc2cc(CNC(=O)Cc3ccc([N+](=O)[O-])cc3)ccc2[nH]1	-86	-73	37*	16	21	4	10	0
Cc1ccc(NC(=O)CCc2nc(-c3cccnc3)no2)cc1	-3	-172	-45	-1	-16	0	-9	-4
COc1cccc(-n2c(SCC(=O)Nc3ccc4c(c3)OCCO4)nnc2-c2c[nH]c3ccccc23)c1	6	29	-18	13	21	6	15	8
Cc1cc(OCC(=O)NC2CCCc3ccccc32)c(C(C)C)cc1Cl (stereo not given)	12	12	3	4	7	6	7	6
Cn1c(=O)[nH]c(=O)c2c1nc(N1CCN(C(=O)c3ccco3)CC1)n2CCSc1ncccn1	5	17	12	0	12	3	-2	-1
Cn1cccc1C(=O)N1CCN(C2CCN(Cc3ccc(-n4cncn4)cc3)CC2)C(=O)C1	1	-6	-12	-10	-22	-2	-13	-3
Cc1ccc(CN2C[C@H]3C[C@H](C(=O)NCC4CC4)[C@@H](C2)O3)cc1	3	1	-8	.	.	1	-1	4
O=C(Cc1ccccc1F)NCCC(c1ccccc1)c1ccccc1	7	2	11	5	6	5	1	10
O=C(Nc1ccc(F)c(Cl)c1)C1CCN(C(=O)c2cc(-c3ccncc3)n[nH]2)CC1	12	12	16	16	15	9	7	8

USP17 inh: what is marked active above.
SMILES	USP7 inh	USP8 inh	USP17 inh	USP28 block	USP30 inh	UCHL1 block	OTUD3 inh	USP10 inh
CC(OC(=O)c1c2c(nc3ccccc13)CCCC2)C(=O)Nc1ccc(Cl)cc1Cl (stereo not given)	-149	-12	30*	4	-5	-4	-1	0
Cc1cc2cc(CNC(=O)Cc3ccc([N+](=O)[O-])cc3)ccc2[nH]1	-86	-73	37*	16	21	4	10	0

(further entries)
SMILES	USP7 inh	USP8 inh	USP17 inh	USP28 block	USP30 inh	UCHL1 block	OTUD3 inh	USP10 inh
Cc1cccn2cc(C(=O)N3CCC4(CC3)OCCO4)nc12	0	2	11	0	-3	-2	-5	-1
CCNc1cc(N2CCCC(CCC(=O)Nc3cc(C)ccc3OC)C2)ncn1 (stereo not given)	-3	-103	-8	4	-31	-1	0	-7
CCC(NS(=O)(=O)c1ccc(Cl)c(OC)c1)C12CC3CC(CC(C3)C1)C2 (stereo not given)	11	4	-2	3	8	7	-1	13
C[C@@H]1CC[C@H]2C(C)(C)[C@H](O)CC[C@]2(C)[C@]12Cc1c(O)cc(C=O)c(C=O)c1O2	-14	-1	2	-3	-23	0	-27	0
O=C(NC1CCN(Cc2ccccc2)CC1)c1[nH]nc2c1CCc1ccccc1-2	2	0	-7	62*	-49	4	-25	1
COc1ccc(-c2cc(N3CCC(NC(=O)c4ccncc4)C3)n[nH]2)cc1 (stereo not given)	0	-53	-15	-11	-12	0	-14	0
CCC(C)(C)NS(=O)(=O)c1ccc2c(c1)CC(C)N2C(C)=O (stereo not given)	-1	3	-4	-2	0	2	-6	-1
Cn1cc(CN2CCc3c(nc(-c4cccnc4)[nH]c3=O)C2)c2ccccc21	0	9	0	-2	-19	-1	0	-3
C[C@H]1CN(C(=O)Nc2ccc3c(c2)CCC3)C[C@@H]1c1nc(-c2ccncc2)no1	0	-1	3	16	-10	2	0	1
COc1cc2c(cc1OC)-c1cc(-c3cc(OC)c(OC)c(OC)c3)cn1CC2	4	36*	-3	-25	-140	0	-33	-3
CC(=O)N1CCc2cc(S(=O)(=O)NC(CC(C)C)C(=O)N3CCC(Cc4ccccc4)CC3)ccc21 (stereo not given)	7	3	-1	7	-1	5	-5	2
Cc1cc2cc(O)cc(O)c2c(=O)o1	6	0	2	3	27	2	5	0
N#Cc1ccccc1Cn1c(=O)n(CCC(=O)NCc2ccc3c(c2)OCO3)c(=O)c2ccccc21	7	11	20	4	25	3	10	17
COC(=O)C(Cc1ccccc1)N1CCS(=O)(=O)CC1 (stereo not given)	6	26	20	11	18	2	13	0
Cn1cncc1C(=O)N1CCC2(CC1)COc1ccccc1S(=O)(=O)N(CC1CC1)C2	-6	-11	-17	0	0	-8	0	-7
Brc1ccc(C2=CC(c3cccs3)n3c(nc4ccccc43)N2)s1 (stereo not given)	-74	42*	-15	-53	-279	-59	-45	-3
O=C(NC1CCCCC1)C1CCN(C(=O)c2cc(-c3cccnc3)n[nH]2)CC1	0	-9	-1	-10	12	-2	7	-2
Cc1ccc2c(c1)N(S(C)(=O)=O)CCC(C(=O)NC(C)c1ccccc1)O2 (stereo not given)	5	22	5	4	9	0	3	1
COc1cc(C(=O)[C@@H]2[C@@H]3CCCN3[C@]3(C(=O)Nc4ccc(F)cc43)[C@@]23C(=O)Nc2ccccc23)cc(OC)c1OC	4	-2	-8	-9	-64	1	-14	-7
COc1cc2c(cc1OC)[C@H](C)N(CC1C(=O)O[C@@]34[C@H]1CC[C@@H](C)[C@@H]3CC[C@@]1(C)O[C@@H]41)CC2 (stereo not given in full)	-5	50*	-2	-5	-64	-4	-13	-8
Fc1ccc(-c2noc([C@@H]3CCCN3Cc3ccc(F)c(F)c3)n2)nc1	-6	-3	-14	-3	-15	-2	-2	0
O=C(C(c1ccccc1)c1ccccc1)N1CCC(c2nc3ccccc3[nH]2)CC1	1	-4	-8	-10	-16	1	-8	3
O=C(CCc1ccccc1)N1CCN(c2nc3c(Cl)cccc3s2)CC1	3	16	26	21	38*	5	24	12
Cc1ccc(-c2c3c4n(c(-c5ccc(F)cc5)cn4c2C(=O)NC2CCCCC2)CCCC3)cc1	-27	-30	-37	-44	-176	-1	-33	0
Cc1ccc2c(c1)c(=O)c(C(=O)c1ccccc1)cn2CC(=O)Nc1ccccc1	30	89*	59*	-29	-44	9	-3	27
O=C(C1CCC(=O)N1S(=O)(=O)c1ccccc1)N1CCN(c2ccc(F)cc2)CC1 (stereo not given)	-9	-34	-17	-9	-7	-2	-14	0
O=C(NCc1ccc(F)cc1)C1CCN(c2cnc3nccnc3c2)CC1	-34	-92	-112	-92	-359	-35	-87	-5
O=C(CCCn1c(=O)c2ccccc2n(CC(=O)c2ccc(Br)cc2)c1=O)NC1CCCC1	5	-2	26	5	22	-5	15	28
COc1ccc(C2CC(=O)C3=C(C2)Nc2ccccc2N(C(C)=O)C3c2ccc(C(C)(C)C)cc2)cc1 (stereo not given)	10	28	6	1	6	10	6	10
Cc1c(CC(=O)NC(Cc2ccc(Cl)cc2)C(=O)O)c(=O)oc2c(C)c(O)ccc12 (stereo not given)	-11	-90	-3	5	18	-13	3	-6
COc1ccccc1N(C)S(=O)(=O)c1ccc(C(=O)Nc2cccc(C(C)=O)c2)cc1	-1	-43	-43	27	0	7	1	10
O=C(c1ccc2n[nH]nc2c1)N1CCCC(O)(CN2CCC(F)(F)CC2)CC1 (stereo not given)	1	1	-1	-2	6	-1	1	-1
CC(=O)c1ccc(OCC(O)CN2CCN(c3ccccn3)CC2)cc1 (stereo not given)	4	0	0	-7	-5	0	0	2
CC1(C(=O)NC2CCCCCC2)Cc2ccccc2C(=O)N1Cc1ccccc1 (stereo not given)	-12	14	15	5	25	5	9	4
Cc1cc(C)c2c(=O)cc(C(=O)NCC(c3ccco3)N3CCCC3)oc2c1 (stereo not given)	-5	-1	-4	-10	-12	0	-3	-1
CC(C)c1nc(N2CCCC2=O)sc1C(=O)Nc1ccc(F)cc1	-1	20	4	32*	-5	5	-1	1
Cc1cc(C)n(-c2nc3cc(C(=O)c4ccccc4)ccc3nc2Cl)n1	7	-62	-17	-9	-82	5	7	-3
CCOc1ccc(CNC(=O)c2cn3c(n2)CCCC3)cc1	2	26	14	17	14	1	18	-1
CCc1ccc(-n2c(C)cc(/C=C3\C(=N)N4N=C(COc5cccc(C)c5)SC4=NC3=O)c2C)cc1	-6	-26	-40	-58	-232	-8	-56	-3
Cc1c(N2CCN(S(=O)(=O)c3ccccc3)CC2)c(=O)n(C)c(=O)n1C	4	4	2	6	0	0	1	4
CC(C)OC(=O)c1cc2c(ccn2-c2ccc(F)cc2)n1Cc1ccccn1	-3	64*	10	-2	-38	7	-2	-4
CCOc1ccc(NS(=O)(=O)c2ccc(C)c(C(=O)OCC(=O)c3ccc([N+](=O)[O-])cc3)c2)cc1	6	-15	24	9	9	5	2	19
Cc1ccc(CN2CN(C3CCN(C(=O)c4cc(C)[nH]n4)CC3)CC2=O)cc1	0	-28	-6	0	-4	0	1	-1
COC(=O)[C@@]12Oc3ccc(-c4ccc5c(c4O)C(O)=C4C(=O)C[C@H](C)[C@H](O)[C@]4(C(=O)OC)O5)c(O)c3C(O)=C1C(=O)C[C@H](C)[C@H]2O	-1	7	-25	0	21	0	10	9
O=C1CC2(CCC(=O)N(CC(=O)N3CCCC3)CC2)Oc2ccccc21 (stereo not given)	6	6	7	5	13	1	6	0
CCOC(=O)c1[nH]c(C)c(CN(Cc2ccco2)C(=O)c2ccccc2C)c1C	-1	-12	10	6	-6	5	-2	7
COc1ccc(/C=C/C(=O)Nc2nc(-c3ccc(Cl)cc3Cl)cs2)cc1OC	8	-80	9	10	18	3	8	5
O=C(COc1cccc(F)c1)NC(Cc1ccccc1)c1nc2ccccc2[nH]1 (stereo not given)	0	73*	46*	-2	11	3	-6	-3
COCCN1C(=O)c2ccccc2C(C(=O)Nc2nc3ccccc3s2)C12CCCCC2 (stereo not given)	-3	-64	6	6	-11	0	-9	4
Cc1nnc(-c2nnc(NCc3cccc(F)c3)c3ccccc23)o1	-4	-1	-8	1	-6	0	-8	2
Cc1[nH]c(=O)[nH]c(=O)c1S(=O)(=O)N1CCCN(Cc2ccccc2Cl)C1	-5	-15	-8	-8	-19	-2	-1	-2
COc1ccccc1N1CCn2c(nc3cc(NS(C)(=O)=O)ccc32)C1	7	14	40*	0	8	3	0	3
CCN1CCN(C(=O)C2(c3ccccc3)CCOCC2)CC1	3	-2	-2	2	22	1	4	-3
Cc1c(S(=O)(=O)N2CCCC2)c(C)n(C)c1C(=O)N1CCc2ccccc21	-2	0	-5	-3	0	0	-3	1
COc1cc(OC)cc(C(=O)Nc2ccc(O)c(-c3nc4cnccc4o3)c2)c1	5	-4	35*	11	0	0	0	-1
O=C(N[C@@H]1C[C@@H](Oc2ccccc2)[C@H](O)[C@H]1N1CCCC1)C1CCOCC1	-1	7	-3	-10	-27	0	0	-3
COc1ccc(CN(C(=O)C2Cc3cc(Cl)ccc3O2)C2CC2)cc1 (stereo not given)	-36	2	6	-16	-6	3	2	1
Cc1cccc(-c2c3c(=O)n(C)c(=O)n(C)c3cn2-c2ccccc2C)c1	1	-4	-6	-2	-4	1	0	0
O=C(Cc1nnc(-c2ccccn2)o1)NCc1ccc(F)cc1Cl	-7	-2	-3	-7	-12	-4	-5	-9
CCOc1ccc(CC(=O)N2CCN(c3ccc(OC)nn3)CC2)cc1	0	2	-9	-5	-12	0	-4	2
